Source: PubChem (several laboratories)
HTR5A inv ag: counter-screen for OPRM1-OPRD1 inverse agonists: human HTR5A inverse agonism. P47898. HTR5A cell line, luminescence. inhibition, % at 9.3 µM. actives 0.083% (n = 340,000); in the data active = inhibition mostly above about 23%, no sharp cut-off; inactive = mostly below about 18%;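 note: 0% = cells with DMSO and 100% = no-cell wells with DMSO; some compounds called inactive have numbers as strong as hits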
Target sequence (P47898 whole entry, looked up): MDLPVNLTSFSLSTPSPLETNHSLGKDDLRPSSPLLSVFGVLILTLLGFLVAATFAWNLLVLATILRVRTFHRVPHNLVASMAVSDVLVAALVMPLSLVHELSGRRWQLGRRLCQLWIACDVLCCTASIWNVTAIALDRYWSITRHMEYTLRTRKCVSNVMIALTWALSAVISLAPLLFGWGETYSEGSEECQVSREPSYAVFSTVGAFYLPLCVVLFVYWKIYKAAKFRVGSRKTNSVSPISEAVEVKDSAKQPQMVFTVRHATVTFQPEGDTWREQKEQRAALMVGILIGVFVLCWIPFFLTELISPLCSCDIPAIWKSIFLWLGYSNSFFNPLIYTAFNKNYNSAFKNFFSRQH
Keap1-Nrf2 PPI: Keap1-Nrf2 (human) interaction inhibition | Q14145 | Keap1 Kelch-Nrf2 peptide fluorescence polarization, 1536-well | inhibition, % at 9.4 µM | actives 0.15% (n = 340,000) | AID 504523; in the data active = inhibition above about 12%;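 note: human Keap1 Kelch domain with fluorescein labeled Nrf2 9mer peptide probe; 0% = neutral control wells and 100% = peptide positive control; higher means more block of Keap1 binding to Nrf2 peptide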
Target sequence (Q14145 whole entry, looked up, the tested form may be a part): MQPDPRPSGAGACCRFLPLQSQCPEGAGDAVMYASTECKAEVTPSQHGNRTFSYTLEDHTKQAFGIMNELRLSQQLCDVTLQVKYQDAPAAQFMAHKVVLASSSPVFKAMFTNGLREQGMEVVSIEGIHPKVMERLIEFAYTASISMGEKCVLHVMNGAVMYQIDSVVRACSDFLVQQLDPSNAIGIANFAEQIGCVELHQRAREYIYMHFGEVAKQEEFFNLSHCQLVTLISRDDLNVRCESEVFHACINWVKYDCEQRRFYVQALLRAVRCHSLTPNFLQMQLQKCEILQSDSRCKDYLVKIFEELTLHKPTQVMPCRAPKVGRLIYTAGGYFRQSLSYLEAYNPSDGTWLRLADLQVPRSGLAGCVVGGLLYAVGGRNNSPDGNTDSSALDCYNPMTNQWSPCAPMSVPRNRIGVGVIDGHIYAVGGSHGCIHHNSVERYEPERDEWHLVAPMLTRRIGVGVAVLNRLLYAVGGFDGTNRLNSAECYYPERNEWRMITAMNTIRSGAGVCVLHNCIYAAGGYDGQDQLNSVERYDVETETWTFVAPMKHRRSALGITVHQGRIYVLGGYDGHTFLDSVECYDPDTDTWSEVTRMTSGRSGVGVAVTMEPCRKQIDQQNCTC
cardiac RTF act: increases calcium sensitivity of human cardiac regulated thin filaments; P19429+P45379; IANBD-labeled TnC RTF fluorescence at EC20 calcium; 0% EC20 calcium, 100% full calcium; activation, % at 7.2 µM; actives 0.24% (n = 340,000);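 active = activation above the mean over all tested compounds plus 3 SD, cut at about 30% in these data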;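 note: rise in fluorescence read as greater calcium sensitivity of cardiac thin filaments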
V-ATPase pH: alters yeast V-ATPase proton transport. S. cerevisiae, pHLuorin cytosolic pH fluorescence. response, % at 10 µM. actives 0.37% (n = 350,000); in the data active = response mostly above about 7.3%, no sharp cut-off; inactive = mostly below about 5.4%; note: actives read high; inactives centre near 0; some compounds called inactive have numbers as strong as hits; reference of the scale not given here
MOR-DOR ag: agonists of human mu-delta opioid receptor heterodimerization; P35372+P41143; AID 504326; cells, OPRM1-OPRD1 heterodimerization, luminescence; activation, % at 9.3 µM; actives 0.3% (n = 340,000); in the data active = activation above about 18%;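 note: 0% = vehicle-treated cells and 100% = reference agonist; values of inactives mirror those of a sister screen read the other way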
HTR5A ag ctr: activates human HTR5A in OPRM1-OPRD1 agonist counter-screen | actives 0.61% (n = 340,000) | HTR5A agonist assay, luminescence, cell-based | activation, % at 9.3 µM; in the data active = activation mostly above about 9.5%, no sharp cut-off; inactive = mostly below about 7.6%;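 note: 0% = cells with vehicle only and 100% = reference agonist; strong numbers were not always called active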
Cardiac RTF inh: cardiac RTF calcium desensitization | P19429+P45379 | IANBD-labeled cardiac RTF, Ca2+ fluorescence | inhibition, % at 7.15 µM | actives 0.12% (n = 340,000);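 active = inhibition above the mean inhibition of all tested compounds plus 3 SD, cut at about 17% in these data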;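 note: assay run at fixed EC70 calcium of 1.6 mM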
MOR-DOR inv ag: mu-delta opioid heterodimer inverse agonism; P35372+P41143; cell-based MOR-DOR heterodimer luminescence; inhibition, % at 9.3 µM; actives 0.21% (n = 340,000); AID 504357; in the data active = inhibition above about 22%, passing the limit was not always enough;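 note: 0% = cells with DMSO and 100% = wells without cells with DMSO; values of inactives mirror those of a sister screen read the other way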
CAL-PDZ inh HTS: CAL PDZ (human) peptide binding inhibition | actives 0.92% (n = 300,000) | inhibition, % at 24.9 µM | purified CAL PDZ, TMR-peptide fluorescence polarization, 1 h | Q9HD26;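 active = mean inhibition of at least 30% with at least half of replicates also reaching 30%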;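 note: 0% = DMSO neutral control and 100% = excess unlabeled competitor peptide PRC23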
C-LANA FP: inhibitors of KSHV LANA C-terminal domain DNA binding; MBP-C-LANA/FAM-LBS DNA binding, fluorescence polarization; AID 504423; actives 0.078% (n = 340,000); inhibition, % at 9 µM;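 active = highest replicate inhibition at or above 60% at 9 µM, even if other replicates fall short; inactive = all replicates below 60% inhibition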;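 note: 0% = neutral control wells and 100% = 4 µM acridine orange control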
An asterisk follows results filed as active; nt = not tested or not shown. No enrichment for hits (roughly 2.8% active in at least one column).

compound,HTR5A inv ag,Keap1-Nrf2 PPI,cardiac RTF act,V-ATPase pH,MOR-DOR ag,HTR5A ag ctr,Cardiac RTF inh,MOR-DOR inv ag,CAL-PDZ inh HTS,C-LANA FP
CCn1cc(C(=O)N[C@H](C(=O)O)C(C)C)c(=O)c2cc3c(cc21)OCO3,4,4,-1,-2,-4.3,-1,4,20,46*,-0.7
c1ccc(-c2ccccc2OCCCCN2CCCCCC2)cc1,-24,-3,-1,2,0.8,9,-14,-6,1,-1.4
Cc1cccc(NC(=O)[C@@H]2CCCN2S(=O)(=O)c2ccc(Cl)cc2)c1,-2,-4,-3,-3,-1.4,1,-4,6,-5,-0.4
CN(C)c1ccc2nc3c(=O)[nH]c(=O)nc-3n(CC(O)C(O)C(O)CO)c2c1 (stereo not drawn),33*,-90,125*,5,-5.7,-9,-174,29,nt,24
CCN(CC(=O)Nc1sc2c(c1C#N)CCC(C)C2)Cc1nc2ccccc2c(=O)[nH]1 (stereo not drawn),0,2,7,1,0.1,3,-3,0,0,-0.6
O=C(COc1coc(CN2CCN(c3ccccc3)CC2)cc1=O)NCC1CCCO1 (stereo not drawn),2,-3,1,4,-1.6,-8,4,10,nt,0.3
C[N+]1(CC(=O)Nc2ccccc2Cl)CCN(C(=O)c2cccs2)CC1,-29,-3,8,1,-2.6,-2,3,14,-6,2.7
O=C(CN1C(=O)c2ccccc2S1(=O)=O)Nc1ccccc1C(=O)NCc1ccco1,24,-3,5,5,-0.9,3,-9,4,-10,-0.2
CS(=O)(=O)NCc1ccc(C(=O)O)cc1,3,-2,1,0,-1.1,-1,-10,6,-4,1.5
Cc1ccc(S(=O)(=O)CCC(=O)Nc2sccc2C#N)cc1,14,-4,-1,-1,-1.8,-6,-13,10,-5,-0.3
CCOC(=O)CN1C(=O)C2(OCCCO2)c2cc(Br)ccc21,-26,-1,3,-2,-2.0,0,-3,10,nt,2.0
CC1(OC(=O)C2CCCC2)C(=O)C=C2C=C(c3ccsc3)N(CCCCO)C=C2C1=O (stereo not drawn),-10,-3,4,1,5.1,1,-8,-28,-2,2.1

compound,HTR5A inv ag,Keap1-Nrf2 PPI,cardiac RTF act,V-ATPase pH,MOR-DOR ag,HTR5A ag ctr,Cardiac RTF inh,MOR-DOR inv ag,CAL-PDZ inh HTS,C-LANA FP
COc1cccc(CNC(=O)CN2c3cccc4cccc(c34)S2(=O)=O)c1,2,-3,-5,3,-0.6,-1,5,3,-6,1.4
CSc1nc(N)nc2c1ncn2CC(=O)NCc1ccc2[nH]ccc2c1,nt,-3,0,1,nt,nt,0,nt,1,1.0
COc1ccc(N2C(=O)CSC23C(=O)Nc2ccccc23)cc1 (stereo not drawn),-14,-4,7,0,-2.7,2,5,16,0,-0.3
Cn1c(C(=O)N2CCN(C(=O)c3ccco3)CC2)cc2c(=O)n(C)c3ccccc3c21,1,0,3,-4,-3.7,0,-8,19,1,-0.8
Cc1nn(C)cc1/C=N/NC(=S)Nc1ccccc1,6,-8,-2,6,-0.9,2,0,5,1,-1.0
CCN(CC(=O)Nc1c(F)cccc1F)C(=O)C1CCN(S(=O)(=O)c2ccc(F)cc2)CC1,-19,-6,3,7,-0.9,2,-13,6,0,-1.0
COc1ccc(C2CCCN2C(=O)Nc2ccc(F)cc2)cc1OC (stereo not drawn),-43,-1,-5,1,-2.2,15,-6,12,nt,-0.5
CN(CC1CCOCC1)C(=O)CC1C(=O)NCCN1Cc1ccccc1F (stereo not drawn),0,-6,-5,-1,-0.2,6,-3,1,4,0.2
Cc1ccc(C(=O)Nc2nc(-c3cccnc3)cs2)o1,-36,-8,-6,3,1.7,7,-1,-10,-2,-0.3
CCOc1ccc(Nc2ncnc3c2cnn3-c2ccccc2)cc1,6,3,-1,8,-0.6,-2,-8,3,-5,2.1
C/C(=N\Nc1ncc(Cl)cc1Cl)c1ccc(C#N)cc1,-11,-3,3,-6,2.8,9,-5,-13,1,2.0
COc1cccc(CN2CCN(c3ncccn3)CC2)c1,-16,0,5,1,-0.9,6,-6,5,0,-0.7

compound,HTR5A inv ag,Keap1-Nrf2 PPI,cardiac RTF act,V-ATPase pH,MOR-DOR ag,HTR5A ag ctr,Cardiac RTF inh,MOR-DOR inv ag,CAL-PDZ inh HTS,C-LANA FP
CC(C1=C(CCN(C)C)Cc2ccccc21)c1ccccn1 (stereo not drawn),7,4,-4,1,-4.2,-2,-4,19,-8,13
Nc1c(C(=O)NCCN2CCOCC2)c2nc3ccccc3nc2n1-c1ccc2c(c1)OCO2,2,-3,11,-2,-3.1,4,-9,14,0,-0.6
Nn1cnc2cc3ccccc3cc2c1=O,-19,-3,1,3,-1.6,-1,-6,8,nt,-1.1
COCC(C)NC(=O)c1cc2c(ccc3ccccc32)oc1=O (stereo not drawn),-5,-2,7,-5,0.3,4,-4,-2,nt,2.7
Cc1cc(C)cc(OCC(=O)Nc2cccc(-c3nnc(-c4ccco4)o3)c2)c1,-1,-3,0,-3,-1.3,0,-3,7,nt,-0.2
CC1CCC(C(C)C)C(OCC(O)C[N+]2(C)CCCCC2)C1 (stereo not drawn),3,0,-4,-1,-0.6,-5,-2,3,-2,0.3
O=C(Nc1ccc2c(c1)OCCO2)c1cccc(C(=O)Nc2ccc3c(c2)OCCO3)c1,-21,-2,-6,-1,-2.9,6,2,13,-4,2.8
O=C(O)Cc1ccc(C(=O)c2cccs2)s1,-10,3,-16,5,-0.6,2,-11,3,-9,-1.6
COc1ccc(Cc2nnc(SCC(=O)NC(C)c3ccccc3)o2)cc1 (stereo not drawn),7,2,2,-1,0.7,-3,-4,-3,-3,0.1
COc1ccccc1-c1nc(-c2ccccn2)no1,-5,-6,0,-2,-2.5,2,-7,14,nt,0.0
Cc1ccc(S(=O)(=O)N2CCC(C(=O)OCC(=O)N3CCCC3=O)CC2)cc1C,-29,-1,0,-2,1.0,10,-11,-6,-3,-0.4
CC(C)(C)NCC(O)COc1cccc2c1CCC(=O)N2 (stereo not drawn),10,3,-3,0,-1.4,3,7,8,4,-1.5

compound,HTR5A inv ag,Keap1-Nrf2 PPI,cardiac RTF act,V-ATPase pH,MOR-DOR ag,HTR5A ag ctr,Cardiac RTF inh,MOR-DOR inv ag,CAL-PDZ inh HTS,C-LANA FP
COc1ccc(C2=NOC(C(=O)Nc3ccc4c(c3)OCO4)C2)cc1 (stereo not drawn),9,4,-5,1,0.1,-3,-12,0,-7,-0.9
COC(=O)c1cc(NC(=O)CC2C(=O)NCCN2C(=O)c2ccccc2)cc(C(=O)OC)c1 (stereo not drawn),9,-2,7,4,0.3,-1,-8,-1,-2,-0.5
CN(C(=O)COC(=O)/C=C/c1ccc2ccccc2n1)c1c(N)n(Cc2ccccc2)c(=O)[nH]c1=O,-13,-4,4,3,-0.8,5,-15,3,-1,0.0
COc1ccc(Br)cc1/C=C/C(=O)Nc1c(C)cccc1C,-12,-3,0,-3,-1.1,0,1,6,-4,-1.1
COc1ccc(NC(=O)C2CCCN(c3ncnc4onc(-c5ccc(F)cc5)c34)C2)cc1 (stereo not drawn),-14,-2,2,1,-0.7,4,-1,3,-3,2.5
COCCn1nnnc1C(c1ccccc1)N1CCN(Cc2ccc3c(c2)OCO3)CC1 (stereo not drawn),-6,2,1,2,-1.3,6,-2,6,4,2.1
CC(Nc1ccc2c(c1)OCCO2)C(=O)Nc1ccc2c(c1)OCO2 (stereo not drawn),-11,2,-5,0,0.8,4,7,-4,14,-1.0
CC(=O)Nc1ccc(S(=O)(=O)Nc2nc3ccccc3nc2Cl)cc1,-5,-2,3,0,-2.6,1,-3,15,-4,2.7
Cc1cc(SC(C)C(=O)Nc2c(C)n(C)n(-c3ccccc3)c2=O)nc2ccccc12 (stereo not drawn),-6,1,-2,1,-1.4,2,-13,8,1,1.4
Cc1ccc2cc(CN(Cc3ccco3)C(=O)C3CCCCC3)c(=O)[nH]c2c1C,-12,-7,-1,3,-1.4,4,6,8,-1,0.2
CC(=O)N1CCCc2cc(S(=O)(=O)N3CCC(C)CC3)ccc21,-20,1,0,0,-0.9,0,-6,5,-4,0.7
COCCNC(=O)/C(C#N)=C/c1ccc(C)o1,nt,-1,nt,0,nt,nt,nt,nt,5,0.7

compound,HTR5A inv ag,Keap1-Nrf2 PPI,cardiac RTF act,V-ATPase pH,MOR-DOR ag,HTR5A ag ctr,Cardiac RTF inh,MOR-DOR inv ag,CAL-PDZ inh HTS,C-LANA FP
O=C(NCCc1ccc(Cl)cc1)c1cc(-c2ccncc2)nc2ccccc12,-12,-1,-3,2,0.5,4,4,-2,-1,-3.3
CN(C)CCN1CC(O)=C(c2nc3ccccc3s2)C1=N,-2,0,0,-4,-3.9,5,-14,20,-1,-1.6
CCOc1ccc(NC(=S)NCCCN2CCN(C3CCCCC3)CC2)cc1,-7,-1,12,6,-2.3,1,-10,12,-3,0.9
CC(C)(C)c1cc(C(=O)NCc2cccnc2)ccn1,0,0,8,2,-0.7,0,-1,4,-8,0.0
CN(C)c1ccc(N2C(=O)CC(c3ccccc3)CC2=O)cc1,-30,-3,-1,-1,-2.1,7,-7,11,-1,0.1
CCc1cc(=O)oc2cc(OCC(=O)N3CCC(C(N)=O)CC3)ccc12,-6,1,-6,-6,-3.7,3,-1,19,1,-0.1
CC1=NN(Cc2cc(C(C)(C)C)c(O)c(C(C)(C)C)c2)C(=O)C1,8,-1,-4,0,-4.1,-2,5,20,-2,1.0
COc1ccc(C(=O)Nc2ccnn2C2CCN(Cc3cccnc3)CC2)cc1,12,-3,-4,1,-1.4,7,-1,7,-10,-1.4
CCOC(=O)CCC(=O)Nc1ccc(S(=O)(=O)Nc2cc(OC)nc(OC)n2)cc1,13,0,-1,-3,-4.0,-4,-4,20,-3,1.8
Cc1ccc(Nc2nc(=O)c3cc([N+](=O)[O-])ccc3s2)cc1,26,-5,1,-2,2.7,9,-8,-14,2,-0.3
O=C1COc2ccc(C(=O)CSc3nnc(Cc4cccs4)n3-c3ccccc3)cc2N1,7,2,4,-2,-1.7,3,11,10,-1,0.3
COc1cc(OC)cc(-c2nnc(SCC(=O)N(Cc3ccccc3)C(C)(C)C)o2)c1,-24,4,-5,4,0.4,-1,-9,-2,-6,-2.5

compound,HTR5A inv ag,Keap1-Nrf2 PPI,cardiac RTF act,V-ATPase pH,MOR-DOR ag,HTR5A ag ctr,Cardiac RTF inh,MOR-DOR inv ag,CAL-PDZ inh HTS,C-LANA FP
O=C(COC(=O)c1ccc(Br)o1)NCCNC(=O)COC(=O)c1ccc(Br)o1,14,-1,-8,0,-0.7,-5,1,4,3,-2.1
C=CCc1cccc2cc(C(=O)NC(C)(C)C)c(=O)oc12,-5,-5,2,-11,-1.1,-2,-3,4,nt,0.0
COc1cc(SC)ccc1C(=O)NCc1ccc(C)cc1,4,-1,-4,5,-0.9,2,-6,5,0,-0.9
CC1(C(=O)CSc2nc3ccccc3s2)CCC(=O)O1 (stereo not drawn),-9,-2,-1,6,-1.9,3,0,11,-1,1.7
O=C(O)C1CC=CCC1C(=O)NCCCCc1ccccc1 (stereo not drawn),-5,-5,0,2,-1.0,2,-3,5,82*,0.3
CC1CCc2c(sc3ncnc(SCC(=O)N(C)C4CCS(=O)(=O)C4)c23)C1 (stereo not drawn),-5,4,5,-4,-1.0,1,-1,4,-5,1.4
CCCCN1C(=O)/C(=C2\SC(N3CCCCC3)=NC2=O)c2ccccc21,-11,4,-6,-2,-2.7,4,-5,14,-3,-2.8
CCn1c(SCC(=O)Nc2ccc(C)cc2)nc2nc3c(cc2c1=O)CCCC3,4,-1,-6,-1,-0.7,3,2,3,-4,0.8
